Pin1 inh = qHTS Assay to Find Inhibitors of Pin1; Potency, µM (top dose mostly 115 µM), without a hit: at the top dose activity, negative = inhibition, hits mostly inhibitors; Pin1 FP peptide displacement, HiFluor488, 10 min; 0.009% of 390,000 active; AID 504891, 2011; Peptidyl-prolyl cis-trans isomerase NIMA-interacting 1 (Homo sapiens), Q13526; active means well fitted inhibition curve with a large enough effect in the polarisation, with a control signal flat, not every such curve was filed as active; inconclusive means small, poorly fitted or top-dose-only effect, or effect the other way, or a change in a side signal; inactive means no such curve, though single readings can be large or run the other way; the % refers to the polarisation; further: potency means the concentration at half of the fitted maximal effect; on the % scale 0 is the no-effect control and ±100 the full control effect
Target sequence (Q13526 whole entry, looked up): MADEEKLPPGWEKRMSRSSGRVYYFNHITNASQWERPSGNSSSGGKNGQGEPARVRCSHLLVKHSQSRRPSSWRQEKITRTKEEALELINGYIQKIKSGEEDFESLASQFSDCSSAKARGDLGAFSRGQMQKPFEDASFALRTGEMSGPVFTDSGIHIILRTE
USP1-UAF1 inh = Inhibitors of USP1/UAF1: Primary Screen; Ubiquitin carboxyl-terminal hydrolase 1 (Homo sapiens), O94782; recombinant USP1/UAF1, Ub-Rhodamine cleavage fluorescence; Potency, µM (doses to about 57.1 µM), without a hit: top-dose activity change, negative = inhibition, hits mostly inhibitors; 0.23% of 390,000 active; further: potency means the concentration at half of the fitted maximal effect; on the % scale 0 is the no-effect control and ±100 the full control effect; nearly all actives have a fitted effect of over 60% in size; inactives centre near -12
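Step one: compound is pinned into 1nM USP1/UAF1 in HEPES pH 7.8 buffer with TCEP. Step two: 15 min room-temperature incubation. Step three: Ub-Rho (150nM final) starts cleavage, tracked by fluorescence over six one-minute reads.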
D2 ag = HTS Assay for Allosteric Agonists of the Human D2 Dopamine Receptor: Primary Screen for Agonists | D(2) dopamine receptor (Homo sapiens), P14416 | HEK293 T-REx D2 cells, calcium flux agonist mode | activation, % at 2 µM | 0.53% of 340,000 active | AID 485358, 2010;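 active means activation over 3 SD above normal in the single-dose calcium agonist read, cut at about 30% in these data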; further: 0% is about no effect
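Tetracycline-induced HEK293 Trex cells with D2 receptor force-coupled to calcium signaling, plated overnight at 30 C and loaded with no-wash calcium dye. Calcium flux read kinetically for 180 s after compound addition; responses flag agonists.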
TrxR1 inh = qHTS Assay for Inhibitors of Mammalian Selenoprotein Thioredoxin Reductase 1 (TrxR1): qHTS; Thioredoxin reductase 1, cytoplasmic (Rattus norvegicus), O89049; recombinant rTrxR1, NADPH fluorescence consumption, selenite substrate; Potency, µM (series often up to 114 µM), for inactives: top-dose activity change, negative = inhibition, usual class: inhibitors; 1% of 390,000 active; further: potency means the concentration at half of the fitted maximal effect; on the % scale 0 is the no-effect control and ±100 the full control effect; nearly all actives have a fitted effect of over 65% in size
Target sequence (O89049 whole entry, looked up): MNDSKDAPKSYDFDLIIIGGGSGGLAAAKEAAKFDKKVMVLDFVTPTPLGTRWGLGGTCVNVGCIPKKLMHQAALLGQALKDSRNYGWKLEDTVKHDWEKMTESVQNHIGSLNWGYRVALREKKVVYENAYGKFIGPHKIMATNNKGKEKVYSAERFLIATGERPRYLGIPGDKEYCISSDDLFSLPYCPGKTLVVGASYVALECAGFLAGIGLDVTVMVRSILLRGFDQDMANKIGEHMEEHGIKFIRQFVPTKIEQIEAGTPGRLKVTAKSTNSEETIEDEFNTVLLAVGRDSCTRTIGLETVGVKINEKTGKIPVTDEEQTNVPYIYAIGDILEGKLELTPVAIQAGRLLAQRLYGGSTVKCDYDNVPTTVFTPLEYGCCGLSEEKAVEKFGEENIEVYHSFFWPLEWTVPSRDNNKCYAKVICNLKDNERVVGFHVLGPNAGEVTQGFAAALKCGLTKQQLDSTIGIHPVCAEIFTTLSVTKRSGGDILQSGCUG
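Rat TrxR1 (90 nM in the dispensed reagent) was pre-reduced with 400 uM NADPH for 5 min at room temperature, then incubated with compound for 15 min. After 400 uM selenite was added, NADPH fluorescence (Ex 340/Em 450 nm) was followed for 8 min.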
mIDH1 inhibitor = qHTS for Inhibitors of mutant isocitrate dehydrogenase 1 (IDH1): qHTS; Potency, µM (doses to about 76.6 µM), for the others: at the highest dose activity change, negative = inhibition, usual class: inhibitors; IDH1-R132H enzyme, NADPH consumption, diaphorase/resazurin fluorescence; 0.093% of 390,000 active; further: potency means the concentration at half of the fitted maximal effect; on the % scale 0 is the no-effect control and ±100 the full control effect; nearly all actives have a fitted effect of over 65% in size
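IDH1-R132H (0.5 ug/mL dispensed) in pH 7.5 Tris buffer was preincubated 30 min with compound, then given a substrate mix of 0.016 mM NADPH and 2 mM alpha-KG for 80 min at room temperature; remaining NADPH was read by diaphorase/resazurin fluorescence.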
D2 antagonist = HTS Assay for Allosteric Antagonists of the Human D2 Dopamine Receptor: Primary Screen for Antagonists; HEK293 TREx D2 cells, calcium flux, dopamine EC80; 2% of 340,000 active; inhibition, % at 10 µM; in the data active means inhibition above about 30%; further: 0% is about no effect
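Cells plated overnight at 30 C with tetracycline; no-wash calcium dye, 30–90 min RT; 10 s baseline; compound pinned; 180 s read; EC80 dopamine added; another 180 s read.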
TrxR1 substrate = qHTS Assay for Substrates of Mammalian Selenoprotein Thioredoxin Reductase 1 (TrxR1): qHTS | Thioredoxin reductase 1, cytoplasmic (Rattus norvegicus), O89049 | purified TrxR1 substrate turnover, NADPH consumption readout | Potency, µM (titrated, usually from 114 µM), inactives show at the top dose activity change, negative = substrate turnover | 0.01% of 390,000 active | AID 588456, 2011; further: potency means the concentration at half of the fitted maximal effect; on the % scale 0 is the no-effect control and ±100 the full control effect; nearly all actives have a fitted effect of over 50% in size
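Rat TrxR1, dispensed at 90 nM, was prereduced with 400 uM NADPH (final) for 5 min at ~22 deg C, then incubated with compound 15 min before 400 uM selenite. A first-read NADPH fluorescence drop versus no-compound background flagged substrates.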
TRHR agonist = qHTS for Small Molecule Agonists and Allosteric Enhancers of Human TRH Receptor: Primary Screen for Agonists; activation, % at 2 µM; 0.18% of 360,000 active; TRHR cells, calcium flux fluo-8, FDSS agonist mode; Thyrotropin-releasing hormone receptor (Homo sapiens), P34981; in the data active means activation above about 30%; further: 0% is about no effect
Target sequence (P34981 whole entry, looked up): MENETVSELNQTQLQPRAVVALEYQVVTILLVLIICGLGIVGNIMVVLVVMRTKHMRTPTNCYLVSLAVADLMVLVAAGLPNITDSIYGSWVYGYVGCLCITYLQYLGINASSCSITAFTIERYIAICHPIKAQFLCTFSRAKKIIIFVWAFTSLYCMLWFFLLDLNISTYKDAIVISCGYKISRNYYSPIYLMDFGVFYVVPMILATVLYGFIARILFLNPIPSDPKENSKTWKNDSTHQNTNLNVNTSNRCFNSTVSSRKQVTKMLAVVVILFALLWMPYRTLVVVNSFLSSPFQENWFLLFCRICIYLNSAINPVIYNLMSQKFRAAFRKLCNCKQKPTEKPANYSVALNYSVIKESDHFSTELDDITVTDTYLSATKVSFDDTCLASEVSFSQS
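Agonist-mode FDSS calcium read (Ex 480/Em 530, 1 s cycles) in 1536-well TRHR cells with fluo-8 dye, after 10-cycle baseline and 23 nL compound addition; TRH at EC20 (10 nM final) added afterwards for the enhancer phase.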
TRHR PAM = qHTS for Small Molecule Agonists and Allosteric Enhancers of Human TRH Receptor: Primary Screen for Enhancers. TRHR cells, fluo-8 calcium fluorescence, EC20 TRH enhancement. enhancement, % at 2 µM. 0.66% of 360,000 active. AID 493056, 2011; in the data active means enhancement above about 30%; further: 0% is about no effect
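TRHR-expressing cells loaded with fluo-8 calcium dye were read kinetically (ex 480/em 530) during compound addition, then stimulated with an EC20 of TRH (10 nM final). Enhancement of the Gq-mediated intracellular calcium response was scored.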
Starred values were filed as active, the others as inactive; ? = inconclusive; · = not tested or not shown; [ ] = another dose, or the depositor's remark. Unless noted, the call rests on the fitted dose curve; in most records, active means well fitted inhibition curve with a large enough effect; inconclusive means small, poorly fitted or top-dose-only effect; inactive means no such curve, though single readings can be large or run the other way. An excerpt. The share of hits here may be higher or lower than overall.

Sequence of screens – Pin1 inh	USP1-UAF1 inh	D2 ag	TrxR1 inh	mIDH1 inhibitor	D2 antagonist	TrxR1 substrate	TRHR agonist	TRHR PAM
> COc1ccc(C(=O)CSc2nnc(CNC(=O)c3ccco3)n2C)cc1
  -2%	-18%	0.2	-2%[57.1 µM]	0%	2	2%[57.1 µM]	-0.3	-7
> CCOc1ccc(NC(=O)CSc2nnc(COc3c(C)cccc3C)o2)cc1
  -1%	-10%	0.6	19%[57.1 µM]	-6%	-3	4%[57.1 µM]	0.7	1
> C=C(Cl)COc1ccc2c(CCCC)cc(=O)oc2c1
  ?	1%	·	15%[57.1 µM]	5%	·	18%[57.1 µM]	0.0	-7
> CCN(CC)C(=O)c1cccc(NC(=O)c2ccccc2OCc2c(C)noc2C)c1
  -1%	-17%	0.4	17%	0%	10	3%	0.2	7
> CCCN1C(C(=O)c2ccccc2)=C(OC(=O)COc2ccccc2)c2ccccc2S1(=O)=O
  -1%	-7%	0.2	?	-13%	·	0%	-1.0	1
> C/C(=N\NC(=O)c1cccs1)c1ccc(C(=O)O)s1
  0%	-10%	-0.9	-11%	-11%	-13	-16%	-0.5	-5
> O=C(NCc1ccccc1Cl)C1CC(=O)N(Cc2ccccc2)C1 (centres undefined)
  6%	-27%	0.0	7%[57.1 µM]	14%	12	5%[57.1 µM]	0.9	4
> CCc1c(O)nc2sc3ccccc3n2c1=O
  6%	-27%	0.5	15%[57.1 µM]	10%	0	12%[57.1 µM]	0.3	7
> Cc1cccc(NC(=S)N2CCCC(c3nc4ccccc4[nH]3)C2)c1 (centres undefined)
  ?	-8%	0.1	25%	1%	-9	-6%	-0.1	-3
> C/C(=N\NC(=O)c1nnn(-c2nonc2N)c1CN(C)C)c1ccco1
  -1%	-18%	0.1	8%	-3%	-9	-7%	0.4	1
> Cc1ccc(CNC(=O)CSc2nnnn2C)cc1
  0%	-19%	0.3	-20%	4%	16	-9%	0.1	-3
> O=C(Cc1ccc(-n2c(=S)[nH]c3ccccc3c2=O)cc1)N1CCC(N2CCCCC2)CC1
  10%	-14%	-1.4	-11%[57.1 µM]	1%	19	5%[57.1 µM]	0.5	6
> COc1ccc(NC(=O)CCNS(=O)(=O)c2ccc3c(c2)c(=O)n(C)c(=O)n3C)c(OC)c1
  0%	0%	1.6	8%[57.1 µM]	1%	9	-7%	-0.1	-3
> CCOc1ccc(CCNC(=O)C2CCN(Cc3nc(-c4ccccc4C)oc3C)CC2)cc1OCC
  0%	-23%	·	17%	-12%	·	2%	0.0	6
> CC(C#N)Sc1ncnc2sc3c(c12)CCC3 (centres undefined)
  -5%	-17%	-0.4	14%	-2%	-13	13%[57.1 µM]	-0.7	5
> COc1ccc2c(c1)[n+](=O)c(C(C)=O)c(C)n2[O-]
  -8%	-21%	0.3	-34%	5%	6	5%	0.0	7
> Cc1cc(C)cc(Nc2ncnc3onc(-c4ccc(F)cc4)c23)c1
  1%	5%	-1.8	40%[activator]	-5%	·	5%	-1.6	5
> Cc1oc2c(O)c(O)ccc2c(=O)c1-c1ccccc1
  ?	?	-1.8	-1%	4%	-17	0%	-1.1	1
> CCCCOc1ccc(C(=O)NCc2cn3cccc(C)c3n2)cc1
  -6%	-10%	0.4	10%	0%	·	-2%	-0.3	1
> C[C@@H]([C@H](O)c1ccccc1)N(C)C(=S)Nc1ccccc1
  -1%	-8%	0.9	8%	-6%	16	-5%	0.5	-3
> Cc1ccc(C(=O)CC(=O)c2ccc(C)cc2O)cc1
  1%	-16%	0.4	31%[57.1 µM]	2%	1	15%[57.1 µM]	-0.3	2
> Cc1ccc(NS(=O)(=O)c2csc(C(N)=O)c2)c(C)c1
  -1%	-9%	0.9	12%	-1%	-24	-2%	-0.1	14
> Cc1ccc(-c2c[n+](CC(=O)Nc3ccc(C)cc3C)c3n2CCC3)cc1
  -5%	8%	0.6	19%[57.1 µM]	-5%	17	8%	0.2	-2
> O=C(CCCCCN1C(=O)[C@@H]2Cc3ccccc3CN2C1=O)Nc1cccc(F)c1
  0%	-20%	0.4	1%	-14%	-16	-10%	-0.4	13
> O=C(CSc1ccccn1)N1CCN(c2cccc(Cl)c2)CC1
  2%	-8%	-0.7	-10%	-4%	13	4%[57.1 µM]	-0.6	3
> O=C(c1cc(Br)ccc1OC(F)F)N1CCN2CCCC2C1 (centres undefined)
  1%	-3%	-0.2	19%	-1%	33*	2%	0.4	-1
> C=CCOC(=O)C1=C[C@H](C(C)(C)C)[C@@H](CCCO)[C@H](OCC)O1
  0%	3%	·	21%	5%	·	-4%	·	·
> COc1cc(C(=O)NCCc2ccc(S(N)(=O)=O)cc2)ccc1OCc1c(C)noc1C
  11%	-10%	0.5	16%	-9%	-22	2%	2.7	3
> C=CCOC(=O)c1ccccc1C(=O)OCC1CO1 (centres undefined)
  1%	-2%	·	10%	3%	·	2%	·	·
> CC1Cc2ccccc2N1C(=O)CSc1ncc(-c2ccc(F)cc2)n1C (centres undefined)
  10%	-5%	-1.0	15%	0%	0	6%	-0.2	-3
> O=C(CSc1nnc2scc(-c3ccc(Cl)cc3)n12)NCc1ccc2c(c1)OCO2
  14%	-9%	0.2	14%	1%	20	8%	-0.4	-5
> COc1ccc(CCN2C(=O)NC(NS(=O)(=O)c3ccc(Cl)cc3)(C(F)(F)F)C2=O)cc1OC (centres undefined)
  3%	-7%	-0.4	15%[57.1 µM]	4%	7	8%[57.1 µM]	-0.2	0
> Cc1ccc(-n2ncc3c(=O)n(CC(=O)N4CCN(c5ccccc5F)CC4)cnc32)cc1C
  -14%	-3%	-0.6	34%[activator]	1%	2	20%	0.2	5
> CN(C)/C=C1\N=C(c2ccc(Cl)cc2Cl)OC1=O
  -5%	-10%	-0.4	5%	3%	3	-2%	0.2	-2
> CC(C)Cn1c(CN2CCCCC2C)nc2c1c(=O)n(C)c(=O)n2C (centres undefined)
  -3%	-24%	-0.9	8%[57.1 µM]	3%	-3	3%	-0.1	2
> Cc1noc(C)c1COc1ccc(C(=O)OCC(=O)Nc2ccc3ccccc3c2)cc1
  27%	-8%	1.3	16%	10%	-2	0%	1.4	0
> O=C(Nc1ccc(Cl)cc1C(=O)N1CCOCC1)c1cccc([N+](=O)[O-])c1
  ·	·	0.1	·	·	-19	·	0.4	5
> COc1ccc(C(=O)Nc2cc(C)on2)cc1S(=O)(=O)N1CC(c2ccccc2)CC1=O (centres undefined)
  -3%	-8%	-0.3	-4%[57.1 µM]	0%	-12	-2%[57.1 µM]	0.4	-5
> Cc1ccc(-c2nn(CC(=O)NC3CCCC3)c3c2cnc2ccc(F)cc23)cc1C
  4%	-24%	-0.5	8%[57.1 µM]	7%	·	-1%[57.1 µM]	-0.1	2
> Cn1c(=O)c2c(nc(NCCNC(=O)c3ccco3)n2Cc2ccc(Cl)cc2Cl)n(C)c1=O
  0%	-5%	-0.3	23%	1%	2	7%	-0.6	-18
> CN=C1SC(CC(=O)Nc2ccc(F)cc2F)C(=O)N1/N=C(\C)c1cccc(OCC(=O)O)c1 (centres undefined)
  -7%	-13%	0.4	6%	5%	10	-7%	0.3	5
> Cc1noc(C)c1CN(C(=S)NC1CC1)c1ccccc1
  -12%	-15%	-1.3	-9%	0%	7	-7%	-0.5	-8
> CCc1ccc(OCC(=O)NNC(=O)c2cc(S(=O)(=O)N(C)C)ccc2N2CCCC2)cc1
  2%	-1%	-1.2	1%[57.1 µM]	-6%	5	-1%[57.1 µM]	-0.1	-8
> CCOc1ccc(NC(=O)C(=O)NCC2CCCN2CC)cc1 (centres undefined)
  -8%	-13%	-0.5	13%	-2%	1	5%	0.0	2
> CCCC(=O)Nc1ccc2c(c1)COC2=O
  -6%	-14%	-0.4	19%[57.1 µM]	2%	-33	13%[57.1 µM]	0.0	-2
> Cn1nc(-c2ccccc2F)c2cc(C(=O)NCc3cccc(Cl)c3)sc21
  0%	-28%	0.9	25%	-11%	·	6%	1.3	2
> COc1ccc(C(=O)C2CCCN(C(=O)c3noc4c3CCCC4)C2)c(C)c1 (centres undefined)
  -9%	-12%	-0.1	-7%	-6%	-8	-12%	-0.5	-7
> COc1ccc(Cn2nnc3ccccc32)cc1
  6%	-29%	-1.5	-1%	-6%	-8	-6%	-0.6	-1
> CC(C)COC(=O)c1cc(=O)[nH]c2ccccc12
  0%	-20%	-0.6	4%[57.1 µM]	0%	7	-22%[57.1 µM]	-0.2	-6
> CCCCCCc1c(C)nc(-n2[nH]c(C)c(CCO)c2=O)[nH]c1=O
  1%	?	6.9	5%[57.1 µM]	-3%	18	2%[57.1 µM]	0.0	1
> CCC(Oc1ccccc1)C(=O)NCCOC (centres undefined)
  2%	-13%	2.7	-11%	6%	-2	-12%	0.4	3

Compound activity (PubChem BioAssay)
